# FLuc inhib CS – counter-screen for luciferase assay inhibitors: firefly luciferase inhibition; 200,000 compounds, 1.5% hits; AID 1006; inhibition, % at 10 µM; ATPLite firefly luciferase biochemical luminescence, 10 min;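 active means inhibition above about 50% when tested at 10 µM, limit read from the data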
# Target sequence (P08659 whole entry, looked up): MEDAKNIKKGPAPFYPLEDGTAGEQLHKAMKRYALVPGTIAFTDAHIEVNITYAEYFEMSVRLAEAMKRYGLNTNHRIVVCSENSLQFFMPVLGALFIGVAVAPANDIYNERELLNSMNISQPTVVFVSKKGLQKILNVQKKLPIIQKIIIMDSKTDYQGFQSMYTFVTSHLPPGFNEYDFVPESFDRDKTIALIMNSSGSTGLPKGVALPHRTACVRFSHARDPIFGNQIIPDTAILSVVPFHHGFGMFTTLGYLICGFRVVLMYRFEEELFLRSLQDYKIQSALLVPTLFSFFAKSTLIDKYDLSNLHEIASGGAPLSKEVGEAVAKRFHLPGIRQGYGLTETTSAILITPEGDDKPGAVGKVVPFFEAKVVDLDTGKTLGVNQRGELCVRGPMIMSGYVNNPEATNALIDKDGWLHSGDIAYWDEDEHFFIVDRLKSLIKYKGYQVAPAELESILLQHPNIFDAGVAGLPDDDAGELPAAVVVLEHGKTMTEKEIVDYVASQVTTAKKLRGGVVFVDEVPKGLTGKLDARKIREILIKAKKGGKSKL
# FLuc act counter – firefly luciferase counter-screen for stimulation assays | P08659 | ATPlite luciferase biochemical, luminescence, 10 min; 0 = ATP-free wells, 1 = DMSO control | activation factor at 10 µM | 200,000 tested, under 10 active | AID 1027;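 active means luciferase activation factor, scaled between plate controls, of at least 2 with compound at 10 µM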
#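 Material: Luciferase/luciferin reagent mix; Doses: test compounds dosed from 2 mM stocks in 100% DMSO; Schedule: 10 min incubation after luciferase reagent addition, room temperature; Measured by: luminescence from luciferase reaction; Read-out: luminescence gain marking luciferase activators.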
# TNAP inh hiacc – inhibitors of human TNAP at high phosphate acceptor concentration; P05186; inhibition, % at 20 µM; AID 1135; 200,000 compounds, 0.03% hits; purified TNAP, CDP-star luminescence, 1 M DEA;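 active means over 50% inhibition of tissue-nonspecific alkaline phosphatase at 20 µM in the single-dose screen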;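 further: plate controls were DMSO wells for no effect and EDTA-quenched wells as full inhibition for full effect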
# Target sequence (P05186 whole entry, looked up): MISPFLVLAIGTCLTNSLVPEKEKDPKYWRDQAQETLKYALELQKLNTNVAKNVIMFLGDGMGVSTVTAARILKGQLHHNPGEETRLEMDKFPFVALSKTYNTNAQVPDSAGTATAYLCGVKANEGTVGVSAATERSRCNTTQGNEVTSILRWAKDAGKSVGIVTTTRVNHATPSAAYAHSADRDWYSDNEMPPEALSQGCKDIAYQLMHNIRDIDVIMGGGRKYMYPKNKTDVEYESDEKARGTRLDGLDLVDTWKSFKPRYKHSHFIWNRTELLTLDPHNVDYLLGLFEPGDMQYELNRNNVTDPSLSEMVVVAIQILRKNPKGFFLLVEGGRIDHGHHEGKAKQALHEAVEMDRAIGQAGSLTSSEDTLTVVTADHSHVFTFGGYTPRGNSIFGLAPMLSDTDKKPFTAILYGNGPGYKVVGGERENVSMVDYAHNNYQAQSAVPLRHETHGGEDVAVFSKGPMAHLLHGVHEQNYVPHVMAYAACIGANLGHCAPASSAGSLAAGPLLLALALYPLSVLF
# RAM network inh – inhibitors of the yeast RAM network | S. cerevisiae dse1pr::URA3 reporter, 5-FOA growth OD615, 2 d; analog-sensitive cbk1-as2 kinase mutant strain | inhibition, % at 50 µM | 190,000 compounds, 1.8% hits;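 active means inhibition above a set limit, 3 SD over mean compound inhibition, cut at about 8.4% in these data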;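 further: 0% = DMSO-only wells with no growth and 100% = 10 µM 1-NA-PP1 full growth; inhibition rescues growth on 5-FOA so higher OD means more RAM inhibition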
# bIAP activator – intestinal alkaline phosphatase (bovine) activation. activation factor at 20 µM. AID 1016. purified bovine IAP, CDP-star luminescence, 30 min; stronger effect = higher value; fold of DMSO-control signal, blank-subtracted. 200,000 compounds, 0.17% hits;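 active means activation factor of 2 or more at 20 µM, a signal rise over negative controls twice the positive control's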
# TNAP inh no acc – inhibitors of human TNAP without phosphate acceptor; inhibition, % at 20 µM; 200,000 compounds, 0.26% hits; AID 1012; purified TNAP, CDP-star luminescence, 30 min; P05186;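 active means tissue-nonspecific alkaline phosphatase inhibition above about 50% at 20 µM in the single-dose screen, limit read from the data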;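 further: 0% = DMSO negative control and 100% = EDTA positive control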
# bIAP inhibitor – intestinal alkaline phosphatase (bovine) inhibition; 190,000 tested, under 10 active; inhibition, % at 20 µM; purified bovine IAP, CDP-star luminescence, 30 min;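 active means over 50% inhibition of intestinal alkaline phosphatase at 20 µM in the single-dose screen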
#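 Incubation: 30 min reaction at room temperature / Material: purified bovine intestinal alkaline phosphatase (IAP) enzyme / Input: enzyme at 1/65,000,000 dilution / Dosing: 20 µM single dose / Signal: CDP-star luminescence signal / Reagent: CDP-star chemiluminescent phosphatase substrate, 30 µM final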
# TNAP act hi DEA – increases human TNAP activity under high phosphate acceptor concentration | 200,000 tested, under 10 active | AID 1136 | P05186 | purified TNAP, CDP-star luminescence, 1 M DEA, 30 min; stronger effect = higher value; 0 = EDTA background, 1 = DMSO-only activity | activation factor at 20 µM;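 active means activation factor at least 2 at 20 µM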
#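 Dosing: 20 µM single point. System: human TNAP. Amount: TNAP 1/800 final. Incubation: 30 min, room temperature. Read-out: TNAP activation factor scaled between EDTA and DMSO control wells. Signal: luminescence from CDP-star hydrolysis. Medium: 1 M DEA, pH 9.8, Mg2+, Zn2+. Control set: EDTA negative control, DMSO positive control.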
# Lmaj promast – reduces viability of Leishmania major promastigotes; resazurin fluorescence viability; inhibition, % at 10 µM; 200,000 compounds, 9% hits; in the data active means inhibition above about 50%;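 further: promastigotes grown with compound for 44 hours at 28 °C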
# APP transl inh – APP translation inhibition. SH-SY5Y APP 5'UTR-luciferase reporter, luminescence. AID 1285. 190,000 compounds, 0.82% hits. inhibition, % at 2 µM;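 active means inhibition above a set limit, derived from the sample mean plus 3 SD, cut at about 45% in these data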; further: values of inactives mirror those of a sister screen read the other way
# The depositor's hits bear a star; / = not tested or not shown.
SMILES,FLuc inhib CS,FLuc act counter,TNAP inh hiacc,RAM network inh,bIAP activator,TNAP inh no acc,bIAP inhibitor,TNAP act hi DEA,Lmaj promast,APP transl inh
CC(C)NS(=O)(=O)c1ccc(NC(=O)C2CCCCC2)cc1,-3.3,1,-6.8,1.7,0.9,-19.7,12.0,1.1,-2.1,8.1
O=C(CCC1CCCN(Cc2cccc3c2OCO3)C1)NCc1ccc(F)c(F)c1 (stereo not given),0.0,1,-5.9,0.7,1.1,-6.6,-6.4,1.1,87.4*,8.5
O=C(O)CCC(=O)N1CCCC1,-4.5,1,-5.2,1.2,0.9,-12.2,7.6,1.1,5.7,0.6
C[n+]1c2n(c3ccccc31)N=C(c1ccc(Br)cc1)CS2,-7.9,1.1,-1.3,2.9,0.3,-37.5,/,1,96.9*,-15.7
Cc1ccc(C)n1C1CCS(=O)(=O)C1 (stereo not given),-4.5,1,-10.3,-1.7,0.9,-23.1,6.1,1.1,-3.0,-1.2
COc1cccc(N=Cc2ccc(O)cc2O)c1,-1.2,1,1.8,1.0,1,-0.9,4.9,1,-7.0,-2.2
COc1cc(OC)c(S(=O)(=O)Nc2ccccc2NC(=O)CN2CCOCC2)cc1NC(C)=O,-0.5,1,-1.8,0.6,1.1,-8.0,-6.7,1,-9.7,-24.8
NC(=O)c1cnn(Cc2ccc(Cl)cc2)c1N,1.7,1,6.7,-2.0,0.9,-1.2,7.3,0.9,-8.2,-11.7
O=c1cc(-c2ccccc2)oc2cc(OCc3ccccc3)cc(O)c12,-1.9,1,-0.8,6.0,0.9,-1.5,7.0,1,-0.1,-5.6
CSc1nc2ccc3nc(NC(=O)c4ccccc4)sc3c2s1,-2.8,1,-2.7,5.7,1,-12.4,4.9,1,48.4,-17.8
Fc1ccccc1CNc1cc(Cl)cc(Cl)c1,-6.6,1.1,-2.5,2.5,1,-8.6,-0.3,1,1.5,5.9
CC(C)(C)C1(O)CC(C(F)(F)F)=NN1C(=O)CCc1ccccc1 (stereo not given),-0.7,1,2.0,5.2,1.1,-14.5,-5.8,1,-0.8,3.0
COc1ccc(Cl)cc1C(=O)NCCN(C)C,-10.5,1.1,-3.2,1.1,1,-3.0,3.8,1,-5.8,-9.7
CCOC(=O)c1sc2nc(COC(=O)c3c(F)cccc3F)[nH]c(=O)c2c1C,1.8,1,0.5,2.5,1.3,-4.8,-25.9,1,6.4,9.6
COC(=O)c1cc(NC(=O)c2ccc(-c3ccccc3)cc2)ccc1Cl,-3.1,1,-0.2,1.8,1,-6.1,0.4,1,48.4,2.3
COc1ccc(CC(C)N2CCN(Cc3ccccc3)CC2)c(OC)c1 (stereo not given),-9.2,1.1,-5.5,-1.5,0.9,-1.5,6.2,1.1,95.2*,-11.3
CCOc1ccc(C(C)NC(=O)Cc2ccccc2)cc1OCC (stereo not given),-3.0,1,-1.5,0.3,1,-5.4,-2.2,1,10.7,-15.0
CC(NC(=O)C1CCCN(S(=O)(=O)c2cnc[nH]2)C1)c1ccccc1 (stereo not given),-6.7,1.1,-5.1,0.0,0.9,-14.6,12.9,1.1,-6.1,-10.3
Cc1ccccc1OCCCC(=O)NCc1ccco1,-3.4,1,1.1,1.2,1,-7.4,2.0,1,-1.5,-1.1
O=C(c1cc(Cl)nc2ccccc12)N1CCCCC1,-5.4,1.1,-1.4,0.4,1,-4.7,0.3,1,-8.8,-13.0

# Fetched one by one from above (three):
SMILES,FLuc inhib CS,FLuc act counter,TNAP inh hiacc,RAM network inh,bIAP activator,TNAP inh no acc,bIAP inhibitor,TNAP act hi DEA,Lmaj promast,APP transl inh
COc1cccc(N=Cc2ccc(O)cc2O)c1,-1.2,1,1.8,1.0,1,-0.9,4.9,1,-7.0,-2.2
C[n+]1c2n(c3ccccc31)N=C(c1ccc(Br)cc1)CS2,-7.9,1.1,-1.3,2.9,0.3,-37.5,/,1,96.9*,-15.7
Cc1ccccc1OCCCC(=O)NCc1ccco1,-3.4,1,1.1,1.2,1,-7.4,2.0,1,-1.5,-1.1

# Carrying on:
SMILES,FLuc inhib CS,FLuc act counter,TNAP inh hiacc,RAM network inh,bIAP activator,TNAP inh no acc,bIAP inhibitor,TNAP act hi DEA,Lmaj promast,APP transl inh
CC(C)(C)CC(C)(C)NC(=S)Nc1ccc2nc(-c3ccccn3)c(-c3ccccn3)nc2c1,-2.5,1,6.3,3.5,1,5.1,-1.5,0.9,10.4,-10.5
COC(=O)CN1C(=O)C2(OCCCO2)c2ccccc21,-4.6,1,-3.4,1.3,1,-7.4,-0.4,1,-6.1,-6.2
C/C(CC(=O)NCc1ccccc1)=N\NC(N)=S,-0.2,1,2.4,-0.1,0.9,-3.0,6.1,1,-5.1,-14.6
CC(=O)Nc1ccc(NC(=O)c2c(C)nn(-c3ccccc3)c2Cl)cc1C,1.7,1,-7.4,-0.8,1.2,-8.4,-22.0,1.1,6.2,-6.0
O=C(Cc1cccs1)Nc1ccc(S(=O)(=O)Nc2ncccn2)cc1,0.1,1,-2.8,2.9,1,-9.7,4.3,1,1.2,-12.2
O=C(COC(=O)CCc1ccc(S(=O)(=O)N2CCOCC2)cc1)NC1CCCCCC1,-3.7,1,-0.5,1.5,1,-4.8,1.2,1,31.8,7.5
COCCSc1ccccc1C(=O)NCC1CCCO1 (stereo not given),-2.9,1,-3.9,1.0,0.9,-8.5,11.8,1,-2.3,11.7
COc1ccc(-c2nnc3ccc(SCC(=O)N4CCCCCC4)nn23)cc1OC,-9.3,1.1,-2.0,/,0.9,-1.4,5.7,1,/,/
COc1cc(-c2cc(-c3ccccc3)nc(SCC(=O)Nc3nccs3)c2C#N)cc(OC)c1OC,-6.9,1.1,-6.0,3.4,1,6.6,-2.8,1.1,-3.4,17.2
CCC(C)[C@H](NC(=O)Nc1ccc(Oc2ccccc2)cc1)C(=O)O (stereo not given in full),2.5,1,-3.2,-0.5,1,-12.8,3.7,1,-8.9,-7.5
COc1ccc(-c2nn(-c3ccccc3C)cc2CNC(C)Cn2cncn2)cc1F (stereo not given),-2.9,1,-5.6,-0.9,1,-0.9,3.8,1.1,1.1,25.1
CCC1C/C(=C/c2cccs2)C(=O)/C(=C/c2cccs2)C1 (stereo not given),-5.8,1.1,3.6,14.8*,0.9,-4.9,14.1,1,0.7,-11.3
O=S(=O)(c1cnc[nH]1)N1CCN(c2ccc(Cl)cc2)CC1,2.8,1,1.3,-0.6,1.1,-7.9,-6.0,1,-6.7,1.4
CS(=O)(=O)N1CCN(Cc2ccccc2C(F)(F)F)CC1,-4.6,1,-7.8,0.1,0.9,-13.0,7.9,1.1,-3.5,6.4
Cc1cc2cc3c(cc2nc1SCC(=O)OC(C)C)OCCO3,-3.0,1,-1.5,3.4,0.9,-9.5,8.0,1,-3.4,-21.1
C=CCn1c(NCc2ccc3c(c2)OCO3)nc2ccccc21,13.5,0.9,-3.4,1.0,0.7,-11.7,28.5,1,97.8*,-25.8
Cc1cc(C(=O)N2CCN(c3ccccc3)CC2)c(C)o1,-2.7,1,-3.4,-0.7,1,-11.0,-0.1,1,-5.2,-26.0
COc1ccc(NC(=O)CN(Cc2ccccc2)S(C)(=O)=O)c(OC)c1,-4.6,1,-3.6,-0.9,0.9,-10.2,7.6,1,-3.6,-6.4
Cc1cc(C)n(C(=O)COc2ccc([N+](=O)[O-])cc2)n1,-6.8,1.1,1.5,0.9,0.8,-3.0,19.7,1,-8.2,6.0
COc1ccccc1/C=C/CN1CCCC(CO)(Cc2cccc(Cl)c2)C1 (stereo not given),-8.7,1.1,-3.5,1.1,0.9,0.1,6.2,1,82.3*,4.6
C=CCNCCCCOc1ccccc1,-4.3,1,-3.1,0.1,0.8,-13.1,16.4,1,34.8,-25.9
CC(C)CC(=O)Nc1cc2nn(-c3ccccc3)nc2cc1Cl,18.8,0.8,-1.5,1.9,1,0.2,2.7,1,-7.2,/
Cc1ccc(S(=O)(=O)N(C)C)cc1NC(=O)COC(=O)C1COc2ccccc2O1 (stereo not given),-4.2,1,-3.2,2.5,0.9,-14.3,11.0,1,4.2,0.0
Cc1ccc(C(=O)CSc2nnc(C(C)C)n2C)cc1C,2.1,1,-3.9,0.8,1.1,-5.3,-13.0,1,0.6,-14.7
COC(=O)c1ccc(C2c3c(oc4ccc(F)cc4c3=O)C(=O)N2CCO)cc1 (stereo not given),-5.2,1.1,-4.7,1.9,1.2,-8.3,-16.5,1,-5.7,-10.6
COc1ccc(CC(=O)Nc2nnc(-c3cccc([N+](=O)[O-])c3)s2)cc1,-6.9,1.1,-4.6,6.7,0.9,-11.3,12.3,1,-8.2,-15.2
O=C(O)c1cc2cccc(S(=O)(=O)N3CCOCC3)c2cc1O,-5.2,1.1,-6.1,0.9,1,-10.8,0.9,1.1,6.2,5.6
CCC(C)N1C(=O)CCC1C(=O)O (stereo not given),-2.6,1,-6.0,0.0,0.7,-10.4,33.0,1.1,0.5,-25.5
Cc1ccc(-n2nc(C(=O)c3ccccc3)n3c(=O)cc(-c4ccccc4)nc23)cc1,-8.7,1.1,-6.5,4.3,0.9,-10.0,7.6,1.1,-1.2,3.2
Cc1cc(/C=C2\SC(=S)NC2=O)c(C)n1C1CC1,26.4,0.7,21.8,4.5,0.9,21.5,12.0,0.8,-0.2,9.9
CC(O)CN(Cc1cccc(Cl)c1)CC(C)O (stereo not given),-6.1,1.1,-3.3,1.8,1,-15.0,3.5,1,-1.9,-0.1
COC(=O)c1cc(C(=O)OCC(=O)N(C)C2CCS(=O)(=O)C2)cc([N+](=O)[O-])c1 (stereo not given),-3.5,1,-2.1,2.8,1.1,-5.0,-10.0,1,-4.6,-26.8
O=C(CCOc1ccccc1)Nc1cccc([N+](=O)[O-])c1,0.8,1,-4.0,0.4,1.2,-13.5,-18.5,1,11.8,1.4
CC(OC(=O)c1cc2sccc2n1C)C(=O)NC(C)(C)C (stereo not given),-1.6,1,-4.0,-0.2,1.1,-9.0,-6.9,1,0.1,19.6
CCN(CC)C(=O)CSc1nnc(-c2cc(-c3ccc(Cl)cc3)nc3ccccc23)o1,-2.3,1,2.3,2.9,1,0.2,3.9,1,9.3,5.0
CC(C)(C)C(=O)Nc1nnc(Cc2ccccc2)s1,-3.6,1,-1.5,0.2,0.9,-10.6,6.9,1,-6.7,25.9
O=C(COc1ccccc1)NNC(=O)c1cc2ccccc2o1,0.6,1,-1.6,3.8,0.9,-178.2,7.4,1,24.7,-1.7
COc1ccc(Cn2c(=O)[nH]c3cc(C(=O)NCCCN4CCCC4=O)ccc3c2=O)cc1,-7.9,1.1,-4.3,0.3,1,1.5,-3.4,1,-2.3,7.2
CCOC(=O)c1ccc(NC(=S)NC(=O)COc2ccccc2)cc1,-3.8,1,-1.5,11.5*,1.1,9.3,-12.7,1,-6.5,-5.6
Cn1c(=O)oc2cc(S(=O)(=O)NCCN3CCN(c4ccccc4F)CC3)ccc21,-6.9,1.1,-1.6,0.6,1,23.3,1.7,1,-2.2,5.5

# Screens: PubChem BioAssay, several laboratories
